Compound activity: PubChem BioAssay, National Center for Advancing Translational Sciences (NCATS)
HepG2 tox = qHTS for Inhibitors of TGF-b: Cytotox Counterscreen; HepG2 CAGA-GFP viability, ATP luminescence, 18 h; Potency, µM (doses to about 46.1 µM), inactives show top-dose activity change, negative = cytotoxicity, actives largely listed as cytotoxic; actives 0.76% (n = 410,000); note: some results filed as inactive show a strong effect at the top dose
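CellTiter-Glo luminescence gave cytotoxicity after 18 hours at 37 degrees C. The cells were HepG2 CAGA-GFP in 1% FBS DMEM, stimulated with 500 pg/mL TGF-beta after compound addition. %Activity was normalised to no-cell wells (complete cell-killing) and DMSO (no toxicity), and curves were fitted and classified.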
ATXN viability = Viability Counterscreen for Primary qHTS for Inhibitors of ATXN expression | actives 0.49% (n = 400,000) | S2 cells (HEK-293 line with an ATXN2-luciferase reporter) viability, CellTiter-Fluor protease fluorescence, 24 h | Potency, µM (doses to about 56.7 µM), hits mostly cytotoxic; note: nearly all actives have a fitted effect of over 40% in size
ATXN2 expr inh = Primary qHTS for Inhibitors of ATXN expression. Potency, µM (titrated, usually from 57 µM), for the others: at the top dose activity change, negative = inhibition, hits mostly inhibitors. actives 0.72% (n = 360,000). AID 1745845, 2022. HEK-293 ATXN2-luciferase reporter, luminescence, 24 h; note: % is set by controls: 0 for no effect and ±100 for the full control effect; nearly all actives have a fitted effect of over 55% in size
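ATXN2-luciferase reporter cells (luciferase flanked by upstream and downstream ATXN2 gene portions) were treated 24 h at 37 °C with compounds at up to 57 uM. SteadyGlo luminescence gave expression; GF-AFC fluorescence gave viability.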
Nrf2 inh = Nrf2 qHTS screen for inhibitors | Potency, µM (series often up to 46 µM), for inactives: at the highest dose activity change, negative = inhibition, usual class: inhibitors | actives 2.1% (n = 360,000) | A549 ARE-Fluc reporter, luciferase luminescence, 18-24 h; note: % is set by controls: 0 for no effect and ±100 for the full control effect; nearly all actives have a fitted effect of over 60% in size
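Nrf2 function is reported as luminescence of an ARE-controlled luciferase in A549 cells. Compounds were tested at several concentrations, and a CellTiter-Fluor read on the same wells flagged cytotoxicity.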
TGFb SMAD3 inh = qHTS for Inhibitors of TGF-b; HepG2 CAGA-GFP TGF-b/SMAD3 reporter, GFP fluorescence, 18 h; TGF-beta stimulated, 500 pg/mL final; Potency, µM (highest dose often 46.1 µM), for the others: at the highest dose activity, negative = inhibition, hits mostly inhibitors; actives 1.2% (n = 410,000); AID 588855, 2011; note: % is set by controls: 0 for no effect and ±100 for the full control effect; nearly all actives have a fitted effect of over 65% in size
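Using HEPG2 CAGA-GFP reporter cells at 1000 cells/well, we pinned test compounds, stimulated with recombinant TGF-beta (500 pg/mL final) and measured total well GFP after 18 h.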
Nrf2 ARE act = qHTS of Nrf2 Activators; actives 0.31% (n = 410,000); Potency, µM (series often up to 46.1 µM), inactives show at the top dose activation, usual class: activators; AID 624171, 2012; AREc32 ARE-luciferase reporter (MCF7-derived line), luminescence, 24 h; note: % of control where 0% means no effect; nearly all actives have a fitted effect of over 65% in size
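Cells of the AREc32 ARE-luciferase line are plated in OPTI-MEM containing 5% FBS and left overnight at 37 deg C. Compounds are pinned in, incubation continues 24 hr, and firefly luciferase signal is then measured.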
A549 viability = Nrf2 qHTS screen for inhibitors: counterscreen for cytotoxicity; A549 ARE-Fluc cells, CellTiter-Fluor viability, 18-24 h; Potency, µM (series often up to 46 µM), for the others: at the top dose activity change, negative = cytotoxicity, most hits filed as inhibitors; actives 0.16% (n = 390,000); AID 504648, 2011; note: % is set by controls: 0 for no effect and ±100 for the full control effect
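Cytotoxicity counterscreen: CellTiter-Fluor fluorescence was measured in A549 ARE_Fluc cells after 18-24 h of compound exposure in a concentration series. The subsequent BugLite luminescent read reports ARE-luciferase activity.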
EPAC2 antag = qHTS for Antagonist of cAMP-regulated guanine nucleotide exchange factor 2 (EPAC2): primary screen. actives 0.18% (n = 360,000). EPAC2 GEF exchange of Rap1B-BODIPY-GDP, fluorescence. Potency, µM (doses to about 114 µM), for the others: top-dose activity, negative = inhibition, actives largely listed as inhibitors; note: % is set by controls: 0 for no effect and ±100 for the full control effect; nearly all actives have a fitted effect of over 45% in size; many of its hits are not listed in these tables
Target sequence (Q8WZA2 whole entry, looked up): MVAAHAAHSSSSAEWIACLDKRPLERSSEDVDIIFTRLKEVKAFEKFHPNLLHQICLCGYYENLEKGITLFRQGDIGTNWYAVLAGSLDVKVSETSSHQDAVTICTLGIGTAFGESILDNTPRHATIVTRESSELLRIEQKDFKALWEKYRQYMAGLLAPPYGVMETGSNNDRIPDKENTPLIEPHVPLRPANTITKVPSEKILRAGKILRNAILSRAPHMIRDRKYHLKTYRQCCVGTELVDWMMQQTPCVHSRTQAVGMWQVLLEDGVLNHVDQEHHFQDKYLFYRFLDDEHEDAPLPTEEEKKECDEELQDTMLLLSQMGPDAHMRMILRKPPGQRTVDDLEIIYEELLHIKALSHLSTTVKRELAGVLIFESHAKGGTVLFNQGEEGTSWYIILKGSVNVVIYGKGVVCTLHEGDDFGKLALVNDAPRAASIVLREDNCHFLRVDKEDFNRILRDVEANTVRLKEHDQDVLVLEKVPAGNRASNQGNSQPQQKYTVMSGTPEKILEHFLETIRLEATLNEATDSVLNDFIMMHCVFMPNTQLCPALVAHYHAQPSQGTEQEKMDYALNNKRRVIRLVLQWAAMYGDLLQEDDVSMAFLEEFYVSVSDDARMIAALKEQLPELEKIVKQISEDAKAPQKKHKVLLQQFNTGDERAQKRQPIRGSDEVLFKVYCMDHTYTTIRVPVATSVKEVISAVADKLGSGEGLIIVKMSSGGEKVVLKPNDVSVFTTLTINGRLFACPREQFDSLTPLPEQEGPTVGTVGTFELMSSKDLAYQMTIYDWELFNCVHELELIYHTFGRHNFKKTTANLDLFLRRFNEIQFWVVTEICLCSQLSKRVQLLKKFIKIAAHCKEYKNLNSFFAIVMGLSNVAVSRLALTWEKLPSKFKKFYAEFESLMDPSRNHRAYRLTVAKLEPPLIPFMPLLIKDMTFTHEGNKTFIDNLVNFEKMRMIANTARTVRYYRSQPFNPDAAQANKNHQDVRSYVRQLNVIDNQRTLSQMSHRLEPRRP
MCF10A rerep = A quantitative high throughput screen for small molecules that induce DNA re-replication in MCF 10a normal breast cells; Potency, µM (highest dose often 46.1 µM), without a hit: at the top dose activity, positive = re-replication, usual class: activators; MCF 10A DNA re-replication, Hoechst nuclear intensity, 48 h; actives 2.9% (n = 350,000); note: % of control where 0% means no effect; nearly all actives have a fitted effect of over 50% in size
* = called active by the depositor; i = inactive; u = inconclusive; x = no result given; & = joins results of further samples; ! = repeats disagree; [ ] = dose if it differs, or a comment. Calls come from the whole dose curve; as a rule, active = well fitted curve in the direction sought with a large enough effect; inconclusive = small, poorly fitted or top-dose-only effect, or another doubt; inactive = no such curve, though single readings can be large; an effect the other way counts as inactive or inconclusive. Potency is the fitted concentration of half-maximal effect. This is a subset (hit frequency here may not be typical).

SMILES	HepG2 tox	ATXN viability	ATXN2 expr inh	Nrf2 inh	TGFb SMAD3 inh	Nrf2 ARE act	A549 viability	EPAC2 antag	MCF10A rerep
Cc1cc(C)cc(N2C(=O)NC(=O)/C(=C\C=C\c3ccco3)C2=O)c1	-6.0%	u	u	u	u	u	u	-0.7%	13µM*
CCCCn1c(=O)c(C(=O)Nc2ccc(C)cn2)c(O)c2ccccc21	5.5%	i	x	-3.2%	-1.2%	0.1%	-0.3%	-8.8%	-2.4%
O=C(c1cc(F)ccc1F)C1CCCN(Cc2cc(Cl)ccc2O)C1 (centres undefined)	-8.3%	i	-13.3%	1.9%	-19.6%	0.7%	-0.4%	-0.2%	u
CC(C)Cc1nnc(NC(=O)CCC(=O)N2CCN(CCOC(c3ccccc3)c3ccccc3)CC2)s1	-2.7%	i	0.2%	4.6%	-19.9%	-0.2%	0.6%	-2.1%	13.3%
CCC(=O)N1N=C(c2c(O)n(CCc3ccccc3)c(=O)[nH]c2=O)CC1c1ccc(OC)c(OC)c1 (centres undefined)	4.6%	u	u	-1.4%	-6.0%	0.6%	-10.6%	-2.5%	u
Cc1nc2ccc(Cl)cc2c(=O)n1-c1ccccc1Cl	-16.8%	i	-3.0%	1.7%	2.0%	-0.5%	-0.2%	-1.1%	8.6%
CCCNC(=O)N1[C@H]2CC[C@@H]1C(C(=O)OC)=C(c1ccc(Cl)c(C(F)(F)F)c1)C2	-8.7%	u	u	-9.2%	4.4%	4.8%	2.1%	u	4.4%
O=P(Oc1ccc(Cl)cc1)(N1CC1)N1CC1	-6.1%	i	7.9%	-11.0%	-1.8%	-0.5%	2.8%	5.1%	1.0%
CN(C)C1(CNC(=O)c2cc(S(=O)(=O)N3CCOCC3)c(Cl)cc2Cl)CCCCC1	-8.3%	i	5.2%	-6.3%	-1.0%	0.2%	-11.3%	10.4%	-0.1%
CC1N=C(c2ccccc2)c2cc(Br)ccc2NC1=O (centres undefined)	-1.1%	i	-5.7%	12.6%	0.8%	2.2%	4.9%	-14.0%	-0.5%
CCCC(C)c1nnc(NC(=O)CCS(=O)(=O)c2ccccc2)s1 (centres undefined)	3.0%	i	-13.6%	1.5%	u	22.4µM*	0.6%	0.4%	u
Cc1nc2ccccc2c(=O)n1-c1ccc(-c2ccccc2)cc1	-10.2%	i	u	-21.7%	0.8%	-0.5%	-5.5%	0.3%	u

Quoted from the results shown (2 entries):
SMILES	HepG2 tox	ATXN viability	ATXN2 expr inh	Nrf2 inh	TGFb SMAD3 inh	Nrf2 ARE act	A549 viability	EPAC2 antag	MCF10A rerep
CCCC(C)c1nnc(NC(=O)CCS(=O)(=O)c2ccccc2)s1 (centres undefined)	3.0%	i	-13.6%	1.5%	u	22.4µM*	0.6%	0.4%	u
Cc1nc2ccccc2c(=O)n1-c1ccc(-c2ccccc2)cc1	-10.2%	i	u	-21.7%	0.8%	-0.5%	-5.5%	0.3%	u

Back to the main list with the three entries that preceded the break.
SMILES	HepG2 tox	ATXN viability	ATXN2 expr inh	Nrf2 inh	TGFb SMAD3 inh	Nrf2 ARE act	A549 viability	EPAC2 antag	MCF10A rerep
CC1N=C(c2ccccc2)c2cc(Br)ccc2NC1=O (centres undefined)	-1.1%	i	-5.7%	12.6%	0.8%	2.2%	4.9%	-14.0%	-0.5%
CCCC(C)c1nnc(NC(=O)CCS(=O)(=O)c2ccccc2)s1 (centres undefined)	3.0%	i	-13.6%	1.5%	u	22.4µM*	0.6%	0.4%	u
Cc1nc2ccccc2c(=O)n1-c1ccc(-c2ccccc2)cc1	-10.2%	i	u	-21.7%	0.8%	-0.5%	-5.5%	0.3%	u
O=C1C(=O)c2cccc3cccc1c23	6.6%	u	u	11.1%	u	0.1%	0.9%	-3.0%	-1.1%
O=C1NCN(c2ccccc2)C12CCN(C(c1ccnc3ccccc13)c1nnnn1-c1ccc3c(c1)OCCO3)CC2 (centres undefined)	-14.9%	u	u	x	u	-0.9%	x	2.9%	x
COC(=O)C1C2c3ccccc3C(c3ccccc32)C1(C)C(=O)OC (centres undefined)	-13.5%	i	-2.4%	-19.6%	8.9%	-0.1%	2.3%	31.6µM*	3.9%
Brc1nc(-c2ccccc2)nc(-c2ccccc2)c1Br	7.5%	i	-19.1%	-1.6%	-12.1%	0.1%	-0.2%	-27.2%	u
CCOc1ccc(CNC(=O)CSc2c3c(nc4cc(Cl)ccc24)CCCC3)cc1	-33.2%	x	x	u	-20.7%	u	-19.6%	x	x
COc1cccc(-c2cc(C(F)(F)F)n3nc(C(=O)N4CCC5(CC4)OCCO5)cc3n2)c1	-20.7%	i	1.8%	8.9%	u	0.1%	-6.8%	-5.8%	1.9%
Cc1ncc([N+](=O)[O-])n1CCOC(N)=O	-16.0%	i	x	-4.3%	-4.3%	-1.4%	-3.8%	11.6%	-0.2%
Fc1ccc(C(OCCN2CCCC2)c2ccc(Br)cc2)cc1 (centres undefined)	-24.3%	i	-23.3%	4.7%	u	11.8%	-2.1%	5.7%	u
COc1ccc(-c2cc(=O)oc3c(C)c(OC(C)C(=O)N4C[C@H]5C[C@@H](C4)c4cccc(=O)n4C5)ccc23)cc1 (some centres undefined)	-17.5%	i	-31.1%	-41.4%	u	4.0%	9.0%	u	u
O=C(Nc1nnc(SCc2ccccc2Cl)s1)C1COc2ccccc2O1 (centres undefined)	-22.9%	i	-8.4%	-6.0%	-1.7%	-0.4%	-3.8%	-6.5%	u
O=c1c2ccccc2nc(/C=C/c2ccccc2)n1-c1ccc(O)cc1	-28.2%	u	-37.1%	-2.2%	u	16.7%	-19.0%	-1.7%	80.1%
O=C1CC[C@@]2(O)[C@H]3Cc4ccc(O)c5c4[C@@]2(CCN3CC2CC2)[C@H]1O5	4.4%	i	5.2%&6.8%&10.8%	-8.4%	15.8%	-0.7%	-6.8%	3.0%	8.8%&21.4%
CCCc1cc(=O)oc2cc(OCC(=O)N3CCC(C(=O)O)(c4ccccc4)CC3)ccc12	3.2%	i	1.7%	-10.7%	20.3%	-1.4%	3.6%	13.6%	-2.3%
CC(C)CC1(CCc2ccccc2)C(=O)NC(=O)NC1=O	3.2%	i	-21.6%	7.8%	2.4%	0.0%	3.1%	2.3%	2.5%
O=c1[nH]c(=O)n(-c2cccc(Cl)c2)c(O)c1/C=N/c1ccccn1	8.5%	i	-2.4%	x	8.8%	0.0%	5.8%	15.5%	-2.6%
COc1ccccc1CNc1nc(NCc2ccccc2SC)c2sccc2n1	-54.8%	u	u	x	u	-0.7%	x	2.8%	x
CC(=O)c1cccc(NC(=O)c2cccn(Cc3cccc(C)c3)c2=O)c1	-32.3%	u	0.0%	x	-41.6%	2.7%	3.0%	x	x
CC[N+](CC)(CC)CCCOC(=O)C(O)(c1ccccc1)C1CCCCC1 (centres undefined)	-2.5%	i	2.2%	-10.8%	-2.6%	-0.8%	1.0%	-17.3%	1.9%
COc1cc2c(cc1O)C(Cc1ccc(O)cc1)NCC2 (centres undefined)	4.5%	i	4.1%	4.6%	2.4%	4.8%	8.0%	22.7%	-20.7%
Cc1ccc2c(c1)C1CN(C)CCC1N2C(=O)Cc1cccs1 (centres undefined)	-17.7%	i	0.2%	3.0%	2.2%	0.0%	4.2%	5.8%	5.2%
CCC(c1nnnn1-c1ccc(OC)cc1)N1CCC(n2c(=O)[nH]c3ccccc32)CC1 (centres undefined)	2.4%	i	-3.8%	x	2.6%	-0.9%	x	0.4%	x
Oc1ccc(Cl)cc1	-3.8%	i	-12.4%&14.4%	8.8%	-0.4%	-0.4%	0.9%	3.4%	8.8%&-0.1%
COC(=O)C1C(OC(=O)c2ccccc2)CC2CCC1N2C (centres undefined)	-8.9%&2.4%	i	-10.5%&-3.3%	-0.3%&-12.9%	3.3%&2.0%	-0.9%&-0.8%	5.0%&-6.0%	5.7%&13.7%	-34.4%&0.8%&-1.8%[inhibitor]
CCN1CCN(CC(=O)c2c(C)n(Cc3ccccc3)c3ccc(OC)cc23)CC1	-39.2%	i	-19.0%	-19.6%	0.4%	-0.5%	-12.3%	9.4%	1.1%
CC[n+]1c(-c2ccccc2)c2cc(N)ccc2c2ccc(N)cc21	-13.5%&-20.4%	u	7.08µM*!	14.6µM*	u	-3.3%	u	-7.1%	-2.6%&-4.9%&1.6%
COc1ccccc1-n1c(-c2ccc(C)cc2)nc2ccccc2c1=O	-0.5%	i	-8.6%	u	7.4%	2.5%	-1.0%	u	u
COc1cc2cc(c1Cl)N(C)C(=O)CC(OC(=O)C(C)N(C)C(C)=O)C1(C)OC1C(C)C1CC(O)(NC(=O)O1)C(OC)C=CC=C(C)C2 (centres undefined)	-0.7%	u	-11.9%	u	0.0%	-0.7%	-17.5%	-1.4%	u
COCCCNC(=O)Cn1cc(/C=C2\C(=O)NC(=O)N(c3ccccc3F)C2=O)c2ccccc21	-31.4%	i	-2.8%	13.5%	u	11.8%	-1.3%	0.9%	u
Cc1ccc(NC(=O)C2C3CCCC2C3c2ccccc2)c(C)c1 (centres undefined)	12.2%	u	0.3%	13.8%	5.6%	-0.4%	-5.9%	16.4%	u
CN(C)C(=O)Oc1ccc(OCc2n(C)c3ccccc3[n+]2C)cc1	-12.7%	i	-2.4%	-17.1%	-19.8%	2.9%	-0.8%	-0.7%	4.5%
O=c1cccc2n1CC1CC2CN(c2ncnc3c2cnn3-c2ccccc2)C1 (centres undefined)	-24.0%	i	5.7%	-5.5%	7.2%	-0.2%	4.1%	-1.8%	-1.6%
CC(N)Cc1cn(Cc2ccccc2)c2ccccc12 (centres undefined)	-49.9%	u	-25.9%	-11.2%	u	9.2%	5.7%	2.7%	u
CC12CCC(=O)C=C1CCC1C2C(O)CC2(C)C(O)CCC12 (centres undefined)	0.6%	i	1.8%	-0.4%	-3.2%	3.7%	9.1%	2.2%	-6.0%
